Bioassay records: PubChem, Broad Institute
Casp6 inh – caspase-6 (human) enzyme inhibition. P55212. purified caspase-6, Z-VEID-R110 cleavage fluorescence. inhibition, % at 12.5 µM. hit rate 0.53% among 350,000;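 active = mean inhibition across replicates at least about 35%, with every replicate also reaching that limit, limit read from the data; inconclusive = only one of the two criteria met; inactive = neither criterion met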;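 also: 0% = median of neutral control wells and 100% = no fluorescence left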
Target sequence (P55212 24-179 limits assumed): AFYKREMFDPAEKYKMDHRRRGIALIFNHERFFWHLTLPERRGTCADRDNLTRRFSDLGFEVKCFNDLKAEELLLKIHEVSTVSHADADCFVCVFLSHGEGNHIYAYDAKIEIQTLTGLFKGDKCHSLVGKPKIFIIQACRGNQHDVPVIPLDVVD
Target sequence (P55212 194-293 limits assumed): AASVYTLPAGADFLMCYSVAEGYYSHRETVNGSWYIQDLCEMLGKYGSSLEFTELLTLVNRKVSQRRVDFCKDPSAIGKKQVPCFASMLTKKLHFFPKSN
ERp5 block – ERp5 (human) disulfide isomerase inhibition | Q15084 | inhibition, % at 9.99 µM | hit rate 0.05% among 350,000 | ERp5 insulin aggregation, absorbance 650 nm, 90 min;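 active = mean replicate inhibition above about 25%, with every replicate also reaching it, limit read from the data, passing the limit was not always enough; inconclusive = only one of those two criteria met; inactive = neither criterion met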
Target sequence (Q15084 whole entry, looked up): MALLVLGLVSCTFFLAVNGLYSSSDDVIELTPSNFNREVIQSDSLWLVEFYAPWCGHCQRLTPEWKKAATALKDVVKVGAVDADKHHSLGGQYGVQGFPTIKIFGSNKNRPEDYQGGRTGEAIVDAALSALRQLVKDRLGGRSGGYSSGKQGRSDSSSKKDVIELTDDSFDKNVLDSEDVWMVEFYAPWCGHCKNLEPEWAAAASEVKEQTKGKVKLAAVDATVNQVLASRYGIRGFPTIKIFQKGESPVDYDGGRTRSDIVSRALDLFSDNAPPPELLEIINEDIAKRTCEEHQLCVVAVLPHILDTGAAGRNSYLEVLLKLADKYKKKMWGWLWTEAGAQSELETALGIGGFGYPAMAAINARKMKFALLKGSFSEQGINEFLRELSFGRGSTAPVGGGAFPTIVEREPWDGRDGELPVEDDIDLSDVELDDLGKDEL
F508del corr – CFTR F508del correction in bronchial cells. AID 720511. activity (quench increase), % at 7.58 µM. CFBE cells, YFP halide quenching; stimulated with forskolin plus potentiator P3; % fluorescence drop versus neutral controls. hit rate 0.36% among 350,000;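 active = mean added fluorescence quench of at least 8% versus neutral control, with both replicates also reaching 8%; inconclusive = only one of the mean or replicate conditions met; inactive = mean below 8% and not both replicates reaching 8%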;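 also: cells transiently co-express mutant CFTR-F508del with the halide-sensitive YFP; corrector assay measuring rescue of mutant channel to the surface after 24 h compound exposure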
miR122 inh – inhibitors of miR-122 in Huh7 cells. activation (reporter increase), % at 12.5 µM. hit rate 0.3% among 340,000. Huh7 miR-122 Renilla luciferase sensor, 48 h; neutral wells = 0, positive control = 100. AID 602342;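 active = mean replicate activation score at least 90 and every replicate individually at or above 90; inconclusive = only one of the two criteria met; inactive = neither criterion met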;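 also: higher luciferase means less miR-122 activity so hits act as miR-122 inhibitors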
DENV2 CPE rescue – DENV2-induced cell death inhibition | hit rate 1.7% among 350,000 | AID 651640 | CPE inhibition, % at 9.99 µM | DENV2-infected cells, cytopathic effect rescue, plate reader; in the data active = CPE inhibition above about 20%, passing the limit was not always enough; inconclusive = no clear call, values can overlap the other calls; tested in BHK-21 cells;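 also: 0% = median of neutral control wells and 100% = median of positive control wells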
ERAP1 inh – inhibitors of human ERAP1 aminopeptidase. Q9NZ08. recombinant ERAP1, Leu-AMC fluorescence, 60 min. inhibition, % at 10.7 µM. hit rate 0.15% among 340,000;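 active = mean replicate inhibition of at least 30%, or all replicates individually reaching that 30% level; inactive = mean below 30% and not every replicate reaching it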;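 also: 0% = neutral control wells and 100% = L-leucinethiol positive control wells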
SIRT5 inh – inhibitors of human sirtuin-5 desuccinylase. Q9NXA8. Purified SirT5, succinyl-peptide AMC, trypsin-coupled fluorescence. inhibition, % at 15 µM. hit rate 1.1% among 330,000; in the data active = inhibition above about 15%; inconclusive = no clear call, values can overlap the other calls
Target sequence (Q9NXA8 whole entry, looked up): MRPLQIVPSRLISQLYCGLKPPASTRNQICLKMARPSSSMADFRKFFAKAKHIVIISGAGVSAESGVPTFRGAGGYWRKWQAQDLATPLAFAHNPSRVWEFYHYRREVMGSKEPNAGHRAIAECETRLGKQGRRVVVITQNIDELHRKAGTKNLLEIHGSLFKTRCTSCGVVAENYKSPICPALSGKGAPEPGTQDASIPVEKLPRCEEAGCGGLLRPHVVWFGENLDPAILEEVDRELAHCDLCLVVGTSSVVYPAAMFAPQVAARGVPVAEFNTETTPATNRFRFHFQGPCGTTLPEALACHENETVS
Starred values were filed as active, the others as inactive; ? = inconclusive; . = not tested or not shown; [ ] = dose if it differs, or a comment.

SMILES | Casp6 inh | ERp5 block | F508del corr | miR122 inh | DENV2 CPE rescue | ERAP1 inh | SIRT5 inh
N#C[C@H]1N[C@@H](CO)[C@@H]1c1ccc(-c2cccc(F)c2)cc1 | 1.7 | 0.8 | -3.6 | . | -5.4 | -1.6 | 0.7
CN1c2ccccc2-c2nc3ccccc3n2C1c1ccncc1 (configuration not stated) | 1.1 | 0.8 | . | 5.9 | . | 10.9 | -1.5
Cc1ccc(C)n1-c1ccc(C(=O)NN=C2CCCC2)cc1 | 1.5 | -5.1 | -0.7 | 2.7 | 3.2 | 0.2 | -3.2
C[C@H]1CN([C@@H](C)CO)C(=O)c2cccc(NC(=O)c3ccncc3)c2O[C@@H]1CN(C)Cc1ccc(C(=O)Nc2ccccc2N)cc1 | -2.1 | -6.7 | 0.9 | 11.7[16.7 µM] | -4.2 | -1.1 | -0.6
O=C(NC1CCCC1)N1CC(=O)N2[C@H](CO)[C@H](c3ccc(-c4ccncc4)cc3)[C@@H]2C1 | 2.4 | -3.0 | 2.7 | . | -0.5 | 0.0 | -3.4
CCOCCCNc1nc(C)nc2c1nnn2Cc1c(F)cccc1Cl | 0.3 | ? | -0.8 | -2.7 | -5.0 | -2.2 | 5.4
O=C(CCC(=O)N1CCCCC1)Nc1ccc(Cl)c(Cl)c1 | 0.0 | 1.3 | 2.7 | -0.5 | -0.1 | -1.8 | -13.2
COc1ccc(C2=Nn3c(nnc3C(F)(F)F)SC2)cc1 | -3.3 | 9.4 | -0.4 | 2.7 | 5.9 | 5.9 | -9.8
COc1cccc(NC(=O)N(C)C[C@H]2Oc3cc(-c4cccc(C(=O)N(C)C)c4)ccc3S(=O)(=O)N([C@H](C)CO)C[C@@H]2C)c1 | 0.7 | -2.2 | -0.4 | 7.8[16.7 µM] | -0.2 | 2.5 | 3.3
O=C(Nc1ccccc1)[C@H]1[C@H](CO)[C@H]2Cn3c(cccc3=O)[C@H]2N1C(=O)C1CCCC1 | -0.2 | -0.9 | . | . | 10.5 | -2.8 | -4.2
CCOC(=O)c1cccc(NC(=O)c2ccc(NC(=O)C3CCCO3)cc2)c1 (configuration not stated) | -0.3 | 3.2 | 1.8 | -11.2 | -4.5 | -3.0 | 2.4
COCCNC(=O)C[C@H]1CC[C@H]2[C@@H](COC[C@H](O)CN2C(=O)Nc2ccc3c(c2)OCO3)O1 | -2.1 | -3.4 | -2.2 | 7.8[16.7 µM] | 4.5 | -1.3 | 13.7
CC(C)C[C@@H](CN)NC(=O)c1nc[nH]c1C(=O)N[C@@H](C)C(=O)CNC[C@H](CC(C)C)NC(=O)c1nc[nH]c1C(=O)N[C@@H](CC(=O)O)C(=O)O | 5.8 | 0.0 | -4.9 | -4.3 | 0.6 | . | .
CN(C)c1nc(-c2ccccc2)ncc1S(=O)(=O)c1ccccc1 | -4.6 | 3.5 | -1.9 | . | 0.4 | 0.4 | -9.8
COc1ccc(CCNC(=O)c2ccccc2Cl)cc1OC | -4.3 | -2.0 | 1.7 | -1.6 | 3.4 | -1.4 | 5.7
Cc1cc(O)cc(=O)n1-c1cccc([N+](=O)[O-])c1 | -0.1 | 5.1 | 0.2 | . | -2.1 | -2.2 | .
C[C@H](CO)N1C[C@H](C)[C@H](CN(C)Cc2ccc(Oc3ccccc3)cc2)Oc2ccc(NC(=O)Nc3ccccc3)cc2CC1=O | 0.8 | 1.3 | -1.8 | 4.1[16.7 µM] | -6.7 | -0.7 | 5.5
CCOC(=O)c1c(CN2CCC(C)CC2)n(C)c2cc(Br)c(OC)cc12 | 1.2 | . | 1.7 | . | -3.5 | -5.2 | -0.7
CC1Cc2ccccc2N1C(=O)COC(=O)c1ccc(Br)o1 (configuration not stated) | 0.9 | -5.8 | -3.3 | . | 13.0 | 2.0 | -4.3
COc1ccc(CN(C)C[C@@H]2OCCCC[C@@H](C)Oc3ccc(NC(=O)NC(C)C)cc3C(=O)N([C@H](C)CO)C[C@H]2C)cc1 | -0.3 | -3.3 | -1.3 | 3.1[16.7 µM] | -5.7 | 2.2 | -3.1

Complete entries, looked up by structure. Order of screens: Casp6 inh | ERp5 block | F508del corr | miR122 inh | DENV2 CPE rescue | ERAP1 inh | SIRT5 inh
CN(C)c1nc(-c2ccccc2)ncc1S(=O)(=O)c1ccccc1 is entered as -4.6 | 3.5 | -1.9 | . | 0.4 | 0.4 | -9.8
CN1c2ccccc2-c2nc3ccccc3n2C1c1ccncc1 (configuration not stated) is entered as 1.1 | 0.8 | . | 5.9 | . | 10.9 | -1.5
CCOCCCNc1nc(C)nc2c1nnn2Cc1c(F)cccc1Cl is entered as 0.3 | ? | -0.8 | -2.7 | -5.0 | -2.2 | 5.4
COc1ccc(CN(C)C[C@@H]2OCCCC[C@@H](C)Oc3ccc(NC(=O)NC(C)C)cc3C(=O)N([C@H](C)CO)C[C@H]2C)cc1 is entered as -0.3 | -3.3 | -1.3 | 3.1[16.7 µM] | -5.7 | 2.2 | -3.1
O=C(Nc1ccccc1)[C@H]1[C@H](CO)[C@H]2Cn3c(cccc3=O)[C@H]2N1C(=O)C1CCCC1 is entered as -0.2 | -0.9 | . | . | 10.5 | -2.8 | -4.2

The results go on.
SMILES | Casp6 inh | ERp5 block | F508del corr | miR122 inh | DENV2 CPE rescue | ERAP1 inh | SIRT5 inh
COc1ccc2c(c1)c(N=NC(N)=S)c(O)n2CC(=O)c1ccccc1 | 2.1 | -2.5 | -0.6 | -4.5 | -1.9 | 0.7 | -4.9
Cc1ccccc1NC(=O)CN1C(=O)c2ccccc2C1=O | -1.5 | 3.0 | 3.5 | -4.1 | 3.0 | -1.8 | 3.6
CCOc1ccc(CN2CCNC(=O)C2CC(=O)NC2CCCCCC2)cc1 (configuration not stated) | 3.2 | 4.9 | -4.2 | . | -1.2 | -2.5 | -4.8
O=C(NC(=S)Nc1ccc(O)cc1)c1cncc(Br)c1 | 3.1 | -5.6 | 0.5 | . | 3.5 | . | .
COc1ccc(S(=O)(=O)N2CCOCC2)cc1NC(=O)CSc1nnc(NC2CC2)s1 | -5.6 | 1.4 | -1.4 | -0.1 | 7.9 | 0.0 | .
O=C(NCC1CCCCC1)C1(CC2CC(c3ccc(Cl)cc3)=NO2)CCNCC1 (configuration not stated) | -1.1 | 4.1 | -2.2 | -5.2 | -3.8 | 0.8 | -5.5
CSCCC(NC(=O)c1cc(S(=O)(=O)N2CCOCC2)ccc1C)c1nc2ccccc2[nH]1 (configuration not stated) | 1.0 | -2.2 | 5.4 | -4.4 | 8.7 | -18.1 | -4.0
COc1ccccc1CC(=O)Nc1sc2c(c1C(N)=O)CCCC2 | 4.9 | 2.1 | -0.9 | -0.9 | 2.2 | -1.9 | -0.9
O=C(c1cccc(Oc2ccc([N+](=O)[O-])cc2Cl)c1)N1CCCCC1 | -0.7 | 5.2 | -0.1 | 0.7 | . | -1.9 | -7.1
CC(=O)Nc1c(Cl)c2c(c(Cl)c1Br)-c1ccc(Cl)cc1C2 | -1.5 | 0.0 | 1.0 | . | 7.4 | -1.7 | .
CC(C)NC(=O)Nc1cccc2c1O[C@H](CN(C)S(=O)(=O)c1ccc(F)cc1)[C@H](C)CN([C@H](C)CO)C2=O | 0.0 | -1.5 | -0.9 | -5.6[16.7 µM] | 8.6 | 0.3 | -2.4
c1ccc(CN2CCC3(CCCc4ccccc43)CC2)cc1 | -5.8 | 10.5 | -4.9 | 9.3 | -7.2 | 2.4 | -2.1
COc1cccc(CNC(=O)C[C@H]2C=C[C@@H](NS(=O)(=O)c3ccccc3OC)[C@H](CO)O2)c1 | -0.8 | 2.6 | 0.7 | . | -4.7 | -2.9 | 0.2
CCCCn1c(N)c(N(CC)C(=O)c2cc(CC)c(C)s2)c(=O)[nH]c1=O | -0.6 | 0.3 | 2.7 | . | -2.0 | 3.9 | 5.6
O=C1CCC(CCC(=O)N2CCCC(C(=O)c3ccc(Cl)cc3)C2)=NN1 (configuration not stated) | 1.8 | 1.2 | -1.2 | . | -4.1 | -2.2 | -2.7
CC(=O)Nc1ccc(CN2CCCC(CO)(Cc3cccc(Cl)c3)C2)cc1 (configuration not stated) | 1.0 | 2.2 | 1.1 | 7.9 | 5.0 | 15.0 | -3.7
O=C(CCc1nc2ccccc2c(=O)[nH]1)Nc1ccc(F)cc1 | -0.5 | -6.9 | . | . | 8.1 | 0.5 | 3.6
COc1ccc(S(=O)(=O)Nc2ccc3c(c2)C(=O)N([C@@H](C)CO)C[C@H](C)[C@H](CN(C)S(=O)(=O)c2cccs2)OCCCC[C@H](C)O3)cc1 | 0.1 | 1.4 | -0.2 | -5.3[16.7 µM] | 5.2 | 3.3 | 15.3*
CCCCNc1c([N+](=O)[O-])cc(C)cc1[N+](=O)[O-] | -7.9 | -8.6 | -0.9 | -0.5 | . | 2.9 | -2.2
Nc1c(SCCC(=O)O)ccc2c1C(=O)c1ccccc1C2=O | 10.9 | 0.2 | 1.1 | . | -0.1 | 6.2 | 10.0

A different layout for some results above.
Results follow in this order: Casp6 inh | ERp5 block | F508del corr | miR122 inh | DENV2 CPE rescue | ERAP1 inh | SIRT5 inh
CCOC(=O)c1c(CN2CCC(C)CC2)n(C)c2cc(Br)c(OC)cc12
  1.2 | . | 1.7 | . | -3.5 | -5.2 | -0.7
CC1Cc2ccccc2N1C(=O)COC(=O)c1ccc(Br)o1 (configuration not stated)
  0.9 | -5.8 | -3.3 | . | 13.0 | 2.0 | -4.3
COc1ccc(CN(C)C[C@@H]2OCCCC[C@@H](C)Oc3ccc(NC(=O)NC(C)C)cc3C(=O)N([C@H](C)CO)C[C@H]2C)cc1
  -0.3 | -3.3 | -1.3 | 3.1[16.7 µM] | -5.7 | 2.2 | -3.1
COc1ccc2c(c1)c(N=NC(N)=S)c(O)n2CC(=O)c1ccccc1
  2.1 | -2.5 | -0.6 | -4.5 | -1.9 | 0.7 | -4.9

(list continues)
SMILES | Casp6 inh | ERp5 block | F508del corr | miR122 inh | DENV2 CPE rescue | ERAP1 inh | SIRT5 inh
N#Cc1ccc(C(=O)Nc2nnc(-c3cccs3)o2)cc1 | -0.3 | 2.3 | 2.8 | 2.9 | -12.2 | -4.9 | -4.8
C[C@@H]1CN([C@@H](C)CO)C(=O)c2cc(NS(=O)(=O)c3ccc(Cl)cc3)ccc2O[C@@H](C)CCCCO[C@@H]1CN(C)C(=O)Nc1cccc2ccccc12 | -2.6 | -5.3 | -1.6 | 13.7[16.7 µM] | -7.2 | -0.1 | 11.0
O=C(CSc1nc2ccccc2nc1N1CCCC1)Nc1ccc(F)cc1 | -1.2 | -12.2 | 6.4 | 12.6 | -7.8 | -1.0 | 2.2
CCOC(=O)c1ccc(NC(=O)NC2CC3CCC(C2)N3)cc1 (configuration not stated) | -3.0 | 5.1 | 0.4 | . | -2.6 | 4.6 | -5.3
Cc1c(C)n(CCCN(C)C)c2ncnc(NC3CCCCC3)c12 | -64.3 | 1.7 | -0.6 | . | 2.9 | 3.4 | -2.0
COc1cc(/C=C2\SC(=N)N(c3ccc(F)cc3)C2=O)ccc1O | . | -0.7 | 2.7 | . | 4.2 | -1.3 | -1.5
C=CCOC(=O)C1=C(C)NC(=S)NC1c1cccs1 (configuration not stated) | 2.1 | 0.9 | . | . | 2.4 | 1.3 | 1.7
COc1cc(/C=N/NC(=O)C(N)=O)ccc1OC(=O)c1cccs1 | -3.6 | 0.4 | . | 1.9 | 2.1 | -3.8 | -1.3
C[C@H]1CN([C@@H](C)CO)C(=O)c2cc(-c3cccc(F)c3)cnc2O[C@H]1CN(C)CC1CCOCC1 | . | 2.2 | 1.1 | -7.9[16.7 µM] | 8.3 | -1.0 | -2.1
CCN(CC)C(=O)C1=C(C)N(CCCOC)C(=O)C(CC(=O)NC2CCCC2)C1 (configuration not stated) | -1.5 | 1.5 | -6.6 | 1.7 | 16.0 | 1.2 | .
COc1ccccc1C(=O)COC(=O)/C=C/c1ccccc1 | 3.0 | 4.2 | -0.3 | 5.2 | -2.1 | -1.6 | -2.2

Structures above printed as active in SIRT5 inh:
SMILES	Casp6 inh	ERp5 block	F508del corr	miR122 inh	ERAP1 inh	SIRT5 inh
COc1ccc(S(=O)(=O)Nc2ccc3c(c2)C(=O)N([C@@H](C)CO)C[C@H](C)[C@H](CN(C)S(=O)(=O)c2cccs2)OCCCC[C@H](C)O3)cc1	0.1	1.4	-0.2	-5.3[16.7 µM]	3.3	15.3*
